ERAP1 HTS inh: human ERAP1 aminopeptidase inhibitors, primary screen, biochemical, single point, plate reader; recombinant ERAP1, Leu-AMC fluorescence, 60 min; inhibition, % at 10.7 µM; 340,000 tested, 0.15% active;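 active = mean replicate inhibition of at least 30%, or all replicates individually reaching that 30% level; inactive = mean below 30% and not every replicate reaching it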;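 note: 0% = neutral control wells and 100% = L-leucinethiol positive control wells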
Target sequence (Q9NZ08 whole entry, looked up): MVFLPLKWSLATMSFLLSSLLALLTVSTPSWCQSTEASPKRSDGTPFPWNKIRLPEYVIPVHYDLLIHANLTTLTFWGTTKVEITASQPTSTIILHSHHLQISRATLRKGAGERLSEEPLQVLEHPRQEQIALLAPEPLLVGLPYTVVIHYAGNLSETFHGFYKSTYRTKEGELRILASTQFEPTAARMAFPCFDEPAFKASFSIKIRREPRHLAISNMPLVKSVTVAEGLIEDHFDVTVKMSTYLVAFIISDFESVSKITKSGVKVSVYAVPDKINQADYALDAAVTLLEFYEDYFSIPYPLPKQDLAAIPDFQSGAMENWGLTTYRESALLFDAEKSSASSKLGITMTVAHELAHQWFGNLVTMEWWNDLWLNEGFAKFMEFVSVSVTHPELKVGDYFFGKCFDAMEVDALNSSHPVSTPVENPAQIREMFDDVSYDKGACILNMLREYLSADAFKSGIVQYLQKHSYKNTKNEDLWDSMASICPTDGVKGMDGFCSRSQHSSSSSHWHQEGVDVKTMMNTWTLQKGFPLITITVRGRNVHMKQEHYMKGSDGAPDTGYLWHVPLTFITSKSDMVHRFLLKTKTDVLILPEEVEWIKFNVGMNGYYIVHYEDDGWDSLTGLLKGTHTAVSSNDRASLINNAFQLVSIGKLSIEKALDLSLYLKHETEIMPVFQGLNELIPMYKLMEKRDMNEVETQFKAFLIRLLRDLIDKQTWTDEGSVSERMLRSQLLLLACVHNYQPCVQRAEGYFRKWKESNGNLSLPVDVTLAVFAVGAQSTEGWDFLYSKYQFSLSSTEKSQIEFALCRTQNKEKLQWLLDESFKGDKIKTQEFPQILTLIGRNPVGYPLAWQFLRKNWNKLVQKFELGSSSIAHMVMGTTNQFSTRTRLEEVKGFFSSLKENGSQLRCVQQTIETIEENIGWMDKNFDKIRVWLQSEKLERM
RAD52 anneal inh: RAD52 DNA annealing inhibitors, primary screen, biochemical, FRET, single point, set 2; inhibition, % at 18.7 µM; recombinant RAD52 DNA annealing, FRET fluorescence; 360,000 tested, 0.46% active; DNA repair protein RAD52 homolog (Homo sapiens), P43351;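 active = every replicate showing at least 50% inhibition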
esBAF inh: Bmi1 luciferase reporter increase in mESCs, primary screen, esBAF inhibitor project, mouse ES cells, Bmi1 luciferase knock-in, single point | 24 h; 100% = twice the neutral-well signal | reporter increase, % at 12.5 µM | 350,000 tested, 2% active; in the data active = activation above about 40%;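 note: 0% = median of the plate's neutral control wells and 100% = double that signal; a rise in the Bmi1 reporter signal indicates esBAF inhibition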
E-sel inducer: E-selectin induction in HUVECs, primary screen, imaging, HUVEC, immunofluorescence imaging, single point; activation, % at 7.58 µM; P16581; normalized: neutral wells 0, TNF-alpha wells 100; 260,000 tested, 0.37% active; AID 686992, 2013;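 active = mean E-selectin-positive cell signal at least 10% of the positive control, reached in at least 60% of replicates, without over 20% cell loss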;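 note: in these data hits start at about 27%; measured in HUVEC primary endothelial cells; signal is the percent of cells scored E-selectin positive by PE staining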
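System: HUVEC / Compound: single concentration / Signal: immunofluorescence imaging / Read-out: percent E-selectin-positive cells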
RAD54 inh: inhibitors of human RAD54 branch migration, primary screen, biochemical, fluorescence, single point. DNA repair and recombination protein RAD54-like (Homo sapiens), Q92698. RAD54 Holliday junction branch migration, FAM/BHQ fluorescence. inhibition, % at 10.4 µM. 360,000 tested, 0.14% active;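 active = mean normalized replicate activity at least 40 and at least half of replicates scoring 40 or more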;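 note: 0% = median of neutral control wells and 100% = median of positive control wells; inhibitors cause a drop in the FAM fluorescence signal; in these data hits start at about 50%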
S100A4 inh HTS: inhibitors of S100A4-myosin IIA peptide binding, primary screen, biochemical, fluorescence polarization, TAMRA-MyoIIA peptide; inhibition, % at 10.7 µM; 360,000 tested, 0.14% active; AID 652163, 2013;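 active = mean inhibition of at least 70% across replicates, with every replicate also reaching that level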
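Assay system: human S100A4 monomer with TAMRA-labelled myosin IIA peptide / Buffer or medium: Calcium-containing HEPES buffer, pH 7.2 / Reagent: TAMRA-labelled myosin IIA heavy-chain peptide probe, 5 nM / Compound: one dose per compound / Timing: polarization read 5 min after assay mix addition, stable 5–60 min / Benchmarks: neutral control DMSO, positive control TFP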
Xi reactivation: activators of inactive X chromosome reactivation, primary screen, imaging, XiGFP fibroblasts, GFP high-content imaging, set 2; activation, % at 7.58 µM; AID 743238, 2013; XiGFP mouse fibroblasts, % GFP-positive cells imaging, 3 d; cells co-treated with 5-aza-dC sensitizer; scaled so ellipticine positive control = 100%; 360,000 tested, 0.055% active;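 active = mean normalized replicate activation at least 10% and every replicate at or above 10%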;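 note: 0% = median of on-plate neutral control wells and 100% = ellipticine 6 µM median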
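System: 68-5-11 XiGFP fibroblast line | Buffer or medium: DMEM containing 5-aza-dC | Compound: Single point | Times: Compounds 3 days, fix/stain 15 min at room temperature | Benchmarks: Positive control ellipticine, 6 µM final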
ERp5 block: inhibitors of ERp5-driven insulin aggregation, primary screen, biochemical, turbidity, absorbance 650 nm, single point. Protein disulfide-isomerase A6 (Homo sapiens), Q15084. 90 min. inhibition, % at 9.99 µM. 350,000 tested, 0.05% active;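 active = mean replicate inhibition above about 25%, with every replicate also reaching it, limit read from the data, passing the limit was not always enough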
The depositor's hits bear a star; x = not tested or not shown; & = joins results of further samples.

Structure	ERAP1 HTS inh	RAD52 anneal inh	esBAF inh	E-sel inducer	RAD54 inh	S100A4 inh HTS	Xi reactivation	ERp5 block
COc1cccc(NC(=O)CN(c2ccc3c(c2)OCO3)S(C)(=O)=O)c1	3	-19	x	x	x	1	0.1	0
Cc1cc(=O)oc2c(C)c(OCC(=O)N3CCN(C(=O)C4COc5ccccc5O4)CC3)ccc12 (stereo unspecified)	0	-7	2	-0.3	4	4	0.0	11
N#Cc1ccc(C(C(=O)NC2CCCCC2)n2c(=O)c(-c3cc4ccccc4[nH]3)nc3ccccc32)cc1 (stereo unspecified)	-2	-26	x	0.4	x	-2	0.0	7
COc1ccc(CN(C)C[C@@H]2Oc3ccc(NS(=O)(=O)c4ccc(F)cc4)cc3CC(=O)N([C@H](C)CO)C[C@H]2C)cc1	0	16	2	16	6	1	0.1	-1
COc1cccc(/C=C2/SC(=S)N(CC(=O)NNC(=O)c3ccccc3OC)C2=O)c1	-7	-17	-7	x	-8	-6	0.3	-1
O=S(=O)(c1ccc(S(=O)(=O)N2CCCC2)cc1)N1CCCCCC1	1	-7	0	x	-8	-17	x	2
CCOC(=O)C1CCN(C(=O)C2CCN(c3nn4c(=O)cc(C)nc4s3)CC2)CC1	-1	-11	1	0.0	-18	5	0.0	2
Cc1ccc(S(=O)(=O)N2CCN(C(=O)COC(=O)/C=C/c3ccccc3[N+](=O)[O-])CC2)c(C)c1	-1	-1	5	-0.1	-10	4	0.0	-4
O=C(Nc1c(-c2ccccc2)[nH][nH]c1=O)c1cnccn1	0	-5	x	-0.1	x	-8	0.2	-1
COc1ccc(CCNC(=O)COc2ccc(N(C)S(=O)(=O)c3ccc(Cl)cc3)cc2)cc1	2	-8	x	-0.8	x	-4	0.0	0
COCCN(Cc1cccs1)S(=O)(=O)c1csc(C(N)=O)c1	0	-15	6	x	-3	0	0.0	-1
Cn1c(=O)oc2cc(S(=O)(=O)Nc3cccc([N+](=O)[O-])c3)ccc21	-1	-5	-2	x	4	-2	-0.1	2
COc1ccc(CN(C)C[C@@H]2OCCCC[C@@H](C)Oc3ccc(NC(=O)Nc4ccc(C(F)(F)F)cc4)cc3C(=O)N([C@H](C)CO)C[C@H]2C)cc1	0	46	-56	x	7	4	0.0	-2
CCc1ccccc1NC(=O)CCc1c(C)nn(-c2ccc(N3CCOCC3)nn2)c1C	-1	-8	0	x	-6	-1	0.2	5
COc1ccc(-n2nc(C(=O)NCC(=O)N3CCOCC3)c3ccccc3c2=O)c(OC)c1	-3	-9	-4	x	0	0	0.2	2
OCCC1CN(CC2CCCCC2)CCN1CC1CCCCC1 (stereo unspecified)	1	-1	-12	-0.2	7	-2	0.1	2
Cc1ccc(NC(=O)C2COc3ccccc3O2)c(C)c1 (stereo unspecified)	-4	-19	45*	-0.3	-6	-2	-0.1	1
Cc1nc(N/N=C/c2cccc(F)c2)cc(N2CCOCC2)n1	-5	7	4	-0.2	4	2	0.0	1
C[C@H](CO)N1C[C@H](C)[C@@H](CN(C)S(C)(=O)=O)Oc2ccc(NS(=O)(=O)c3ccc(F)cc3)cc2CC1=O	4	14	x	0.0	x	3	-1.2	2
C[C@H](CO)N1C[C@H](C)[C@@H](CN(C)Cc2ccncc2)Oc2c(NC(=O)Nc3ccc(C(F)(F)F)cc3)cccc2C1=O	0	3	1	-2.4	3	-9	0.2	-6
Cc1ccccc1NC(=O)Cn1c(=O)n(-c2ccc(CC(=O)NCC3CCCO3)cc2)c(=O)c2ccccc21 (stereo unspecified)	0	-29	4	1.0	x	-7	0.0	-2
S=C(NCCOCCOCCNC(=S)Nc1ccccc1)Nc1ccccc1	-1	-7	-1	0.0	-7	-7	0.1	3
Cc1ccc(S(=O)(=O)n2ccnc2)cc1C	x	-54	-1	0.2	7	-2	0.1	0
CC=Cc1ccc2n(c1=O)C[C@H]1[C@H](CO)[C@@H](C(=O)N[C@@H](C)c3ccccc3)N(C(=O)c3ccccn3)[C@@H]21 (mixture of isomers)	0	-13	0	0.0	1	-3	0.5	6
CCCN1CCN(C(=O)Cn2nc(C)n3c(cc4sccc43)c2=O)CC1	-1	-4	2	x	8	-7	0.1	-9
N#Cc1ccc(C2=CC(=O)C[C@H](c3ccc4c(c3)OCO4)C2)cc1	1	-4	-3	0.8	10	-1	0.1	1
Cc1ccc(N2CCN(C(=O)Nc3cccc([N+](=O)[O-])c3)CC2C)cc1 (stereo unspecified)	1	-16	x	-0.6	4	6	0.0	-1
COc1cccc(/C(C)=N/NC(=O)c2cc(-c3cccnc3)nc3ccccc23)c1	0	-16	x	x	x	-17	0.0	3
O=C(N[C@@H]1CC[C@H](CCNS(=O)(=O)c2ccc(Cl)cc2)O[C@H]1CO)c1ccccn1	-1	-10	-2	0.4	-3	51	0.0	-2
COc1ccccc1C#Cc1ccc2c(c1)[C@@H]1[C@@H](CCN1C(=O)c1ccncc1)[C@@H](CO)N2	x	x	15	-0.1	-5	x	0.3	x

Individual results from the list:
`C[C@H](CO)N1C[C@H](C)[C@@H](CN(C)Cc2ccncc2)Oc2c(NC(=O)Nc3ccc(C(F)(F)F)cc3)cccc2C1=O` in ERp5 block has -6
`CC=Cc1ccc2n(c1=O)C[C@H]1[C@H](CO)[C@@H](C(=O)N[C@@H](C)c3ccccc3)N(C(=O)c3ccccn3)[C@@H]21` (mixture of isomers) in ERAP1 HTS inh has 0
`S=C(NCCOCCOCCNC(=S)Nc1ccccc1)Nc1ccccc1` in ERp5 block has 3
`O=C(Nc1c(-c2ccccc2)[nH][nH]c1=O)c1cnccn1` in S100A4 inh HTS has -8
`Cc1ccccc1NC(=O)Cn1c(=O)n(-c2ccc(CC(=O)NCC3CCCO3)cc2)c(=O)c2ccccc21` (stereo unspecified) in E-sel inducer has 1.0
`COc1ccccc1C#Cc1ccc2c(c1)[C@@H]1[C@@H](CCN1C(=O)c1ccncc1)[C@@H](CO)N2` in RAD54 inh has -5

(more compounds)
Structure	ERAP1 HTS inh	RAD52 anneal inh	esBAF inh	E-sel inducer	RAD54 inh	S100A4 inh HTS	Xi reactivation	ERp5 block
CC(C)c1ccc(OCCCCCN2CCOCC2)cc1	0	6	24	2.7	-2	0	0.1	1
O=C(NCc1cccc(C(F)(F)F)c1)c1ccc2sc([C@@H]3O[C@H](CO)[C@@H](O)[C@H]3O)nc2c1	1	-4	-10	-0.1	-3	3	0.2	-1
CCC(=O)N1CCC2(CC1)CN(Cc1cccc(Cl)c1)[C@H](CO)c1c2c2ccc(OC)cc2n1C	1	-143	x	0.2	x	0	0.1	-1
CC1O[C@@H](OC2C(O)C(C)O[C@H](OC(=O)[C@]34CCC(C)(C)C[C@H]3C3=CCC5[C@@]6(C)CC(O)C(O[C@@H]7OC(CO)C(O)[C@@H](O)[C@@H]7O)[C@@](C)(C(=O)O)C6CC[C@@]5(C)[C@]3(CO)CC4)C2O[C@H]2OC(C)[C@@H](O[C@@H]3OCC(O[C@@H]4OC(CO)C(O)[C@H](O)C4O)[C@@H](O)[C@@H]3O)[C@H](O)C2O)C(O)C(O)C1O (stereo partly specified)	0	-14	-13	0.0	-17	3	0.0	2
Cc1cc(=O)[nH]c2c(C)cc(S(=O)(=O)Nc3ccc(O)cc3)cc12	3	-7	-6	x	-3	-8	0.1	-1
CC1Cc2ccccc2N1C(=S)NC(=O)c1ccc(Cl)cc1Cl (stereo unspecified)	-3	-65	x	x	-12	2	0.0	3
CS(=O)(=O)N1CCC(C(=O)Nc2cc(Cl)c(Cl)cc2Cl)CC1	0	-8	-4	-0.1	-5	-4	0.0	4
NC(=O)C1CCN(c2nc(-c3ccc4occc(=O)c4c3)cs2)CC1	x	x	6	1.3	-14	x	0.1	x
c1ccc(CC2CCN(c3ncnc4sccc34)CC2)cc1	-3	-47	x	-4.3	x	-3	0.2	1
CC=Cc1ccc2n(c1=O)C[C@@H]1[C@@H](CO)[C@H](C(=O)NCCC)N(Cc3ccccn3)[C@H]21 (mixture of isomers)	-3	-71	-2	0.2	-14	13	0.3	-2
C[C@H]1CN([C@@H](C)CO)C(=O)c2cc(-c3ccc(C#N)cc3)cnc2O[C@@H]1CN(C)CC1CCCCC1	0	4	-2	0.3	5	-2	-0.6	-1
O=C(CNC(=O)OCc1ccccc1)NC1CCCCCC1	7	1	5	x	-5	0	0.1	4
CC(C)Cn1c(-c2ccc(Cl)cc2)cnc1SCC(=O)N1CCOCC1	13	-5	3	x	-13	3	x	-1
CN(C)C(=O)c1cccc(-c2ccc(C3[C@H]4CNC[C@@H]3N4C(=O)Nc3ccccc3F)cc2)c1 (stereo partly specified)	-3&2	-14&-13	x	0.1&0.1	x	-7&-26	0.1&0.1	-7&9
CC(C)CCN1NC2(CCCC(C)C2)NC1=S (stereo unspecified)	8	-15	-6	-0.2	-9	3	-0.1	-3
CS(=O)(=O)N(CC(=O)N1CCc2ccccc2C1)c1cccc(Br)c1	-1	-10	-2	x	-7	-2	0.3	2
NC(Cc1ccc(C(F)(F)F)cc1)c1csc(Nc2ccc(C(=O)NCc3ccco3)cn2)n1 (stereo unspecified)	-3	-44	-5	0.2	-1	-12	0.0	-7
CCS(=O)(=O)N1CC(=O)N2[C@H](CO)[C@H](c3ccc(C4=CCCC4)cc3)[C@@H]2C1	0	-7	x	0.1	x	11	0.1	0

Reformatted with each value named: 2 of the compounds above.
> c1ccc(CC2CCN(c3ncnc4sccc34)CC2)cc1
  ERAP1 HTS inh = -3
  RAD52 anneal inh = -47
  esBAF inh = x
  E-sel inducer = -4.3
  RAD54 inh = x
  S100A4 inh HTS = -3
  Xi reactivation = 0.2
  ERp5 block = 1
> CC(C)CCN1NC2(CCCC(C)C2)NC1=S (stereo unspecified)
  ERAP1 HTS inh = 8
  RAD52 anneal inh = -15
  esBAF inh = -6
  E-sel inducer = -0.2
  RAD54 inh = -9
  S100A4 inh HTS = 3
  Xi reactivation = -0.1
  ERp5 block = -3

From PubChem

Compounds as they come (roughly 2.5% active in at least one column).
